Compound activity from PubChem.
NALP3 yeast inh: blocks the NALP3 inflammasome reconstituted in yeast. Yeast reconstituted NLRP3/ASC/caspase-1, beta-gal luminescence, 24 h. inhibition, % at 10 µM. 330,000 compounds, 0.39% hits. AID 2825;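 active means inhibition of 50% or more; inactive means inhibition below 50%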;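 further: plate controls were induced DMSO wells for no effect and uninduced yeast grown without galactose for full effect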
CHOP UPR activ: apoptotic UPR (CHOP) activation. activation, % at 10 µM. 330,000 compounds, 0.34% hits. CHO-CHOP luciferase reporter, luminescence; percent of tunicamycin response over DMSO baseline. AID 449763;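 active means at 10 µM dose, activation of 40% or more, normalized to positive control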;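 further: 100% = tunicamycin at 10 µg/mL and 0% = DMSO alone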
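Material: CHO-CHOP cells, stable luciferase reporter of PERK-eIF2a-CHOP signalling; quantity: 500 reporter cells seeded per well; buffer or medium: F12 medium containing 10% fetal bovine serum; compound: one dose, 10 µM in 0.5% DMSO; incubation: 6 h compound treatment, 37 °C; measured by: Steady-Glo luciferase luminescence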
TIM10 inh: TIM10 yeast growth inhibition; 330,000 compounds, 1.4% hits; inhibition, % at 10 µM; S. cerevisiae TIM10 strain growth, BacTiter-Glo luminescence, 24 h;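 active means inhibition of 40% or more at the single tested concentration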;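 further: wild-type TIM10 isogenic control strain grown at permissive 25 °C; 0% = DMSO yeast wells and 100% = minimal medium wells without yeast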
APJ ag: APJ receptor agonism. activation, % at 20 µM. AID 2520. P35414. 330,000 compounds, 0.11% hits. CHO-K1 APJ PathHunter beta-arrestin, luminescence; 0% DMSO wells, 100% apelin;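 active means activation more than six SD over the plate average, tested at 20 µM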;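 further: 0% = DMSO alone and 100% = apelin-13 at 10 nM; some results filed as inactive read as strong as hits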
Target sequence (P35414 whole entry, looked up): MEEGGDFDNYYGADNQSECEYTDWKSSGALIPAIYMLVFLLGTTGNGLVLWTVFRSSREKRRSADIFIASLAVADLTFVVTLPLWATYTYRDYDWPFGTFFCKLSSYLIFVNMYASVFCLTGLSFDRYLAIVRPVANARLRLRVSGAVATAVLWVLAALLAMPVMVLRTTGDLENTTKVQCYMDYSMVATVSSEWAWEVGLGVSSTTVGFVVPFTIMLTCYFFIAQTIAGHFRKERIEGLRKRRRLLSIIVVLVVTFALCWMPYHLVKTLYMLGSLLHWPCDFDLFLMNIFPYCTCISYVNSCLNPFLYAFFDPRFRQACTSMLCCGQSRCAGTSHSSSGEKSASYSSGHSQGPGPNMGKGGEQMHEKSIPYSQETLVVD
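system = engineered CHO-K1 APJ arrestin reporter cells | input = 1000 cells per well | timing = overnight seeding, 90 min compound at 25 °C, 1 h detection | measured by = enzyme-fragment complementation luminescence | read-out = beta-arrestin recruitment to APJ as agonist activity, luminescent signal | control set = negative DMSO alone, positive Apelin-13 at 10 nM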
Mdm2-MdmX inh: disrupts the human Mdm2-MdmX interaction. SaOS-2 split-luciferase Mdm2/MdmX complementation, luminescence. inhibition, % at 8 µM. 330,000 compounds, 3% hits. AID 485346;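 active means inhibition of at least 50% at 8 µM in the primary screen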
tim10-1 inh: growth inhibitors of tim10-1 mutant yeast. S. cerevisiae tim10-1 ts strain growth, BacTiter-Glo, 24 h. inhibition, % at 20 µM. AID 463190. 330,000 compounds, 2.2% hits;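 active means inhibition of at least 40%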;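 further: mutant grown at 25 °C; 0% = DMSO wells with yeast and 100% = wells holding no yeast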
UPR XBP1 act: adaptive UPR (XBP1) activation; AID 463104; CHO-XBP1 luciferase reporter, IRE1-XBP1 UPR activation, luminescence; percent of tunicamycin response, DMSO as zero; activation, % at 20 µM; 330,000 compounds, 0.33% hits;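 active means versus positive control, 20 µM dose yields 30% or more activation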;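 further: 100% = tunicamycin at 10 µg/mL and 0% = DMSO only wells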
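incubation = overnight seeding at 37 °C, 6 h compound treatment at 37 °C | assay system = CHO-XBP1 cells stably carrying IRE1-XBP1-driven luciferase reporter | input = 1000 cells per well | detection = luciferase luminescence | dosing = single point, 20 µM final compound, 1% DMSO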
tim23-1 inh: inhibits growth of tim23-1 mutant yeast | 330,000 compounds, 1.3% hits | S. cerevisiae tim23-1 growth, BacTiter-Glo luminescence, 24 h | AID 463212 | inhibition, % at 20 µM;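 active means growth inhibition of the mutant yeast at or above 50%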;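 further: temperature-sensitive mutant grown at 25 °C; plate controls were DMSO-treated mutant yeast for no effect and medium wells lacking yeast for full effect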
NR3A LBD binder: modulators (binders) of human NR3A ligand-binding domain; NR3A LBD differential scanning fluorimetry, Tm shift; 0% = protein alone, 100% = glycine-bound protein; Tm shift relative to glycine control, % at 25 µM; 340,000 compounds, 2.5% hits; AID 1259313;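 active means melting temperature shift of at least 10% of the positive control shift, at one fixed dose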
Numbers without * were called inactive; . = no result given. Rows were taken by chance (roughly 8.2% active in at least one column).

SMILES	NALP3 yeast inh	CHOP UPR activ	TIM10 inh	APJ ag	Mdm2-MdmX inh	tim10-1 inh	UPR XBP1 act	tim23-1 inh	NR3A LBD binder
COC(=O)c1ccccc1NC(=O)C1CC(c2ccc(F)cc2)=NO1 (stereo not given)	3	1.5	-5	-3	-16	23	3	12	0
CC1CCCCN1C(=O)COC(=O)c1cc(Cl)c2c(c1)OCO2 (stereo not given)	27	6.5	4	3	-46	-3	-1	18	2
CON=C1CCN(c2ncc(C(F)(F)F)cc2Cl)CC1	-9	-2.6	-11	-3	-6	5	0	12	0
COc1ccc(C(=O)N/N=C(\Cc2ncc[nH]2)c2ccccc2)cc1	7	-3.0	4	-7	54*	25	1	33	-3
O=C1CCC(C(=O)N2CCCCCCC2)CN1Cc1cccc(C(F)(F)F)c1 (stereo not given)	21	-0.8	8	-3	14	-9	-8	4	-1
COc1ccc(N(CC(=O)NCCSCc2c(F)cccc2Cl)S(C)(=O)=O)cc1OC	8	-1.2	0	-5	-33	10	0	23	0
Cc1nn(-c2ccccn2)c2c1C(=O)CC(C)(C)C2Br (stereo not given)	6	-0.2	-24	-5	-6	13	-1	6	-2
CCOC(=O)C1CCCN(c2cc(C)nc3cc(-c4ccc(Cl)cc4)nn23)C1 (stereo not given)	9	3.4	13	-2	-16	32	2	49	-7
CCN(CC)c1ccc(S(=O)(=O)N2CCOCC2)cc1NC(=O)COC(=O)/C=C/c1ccc(C)o1	19	4.7	12	4	43	19	-1	27	-3
Cc1ccc(C(=O)NN=C2CCCC2)cc1C	-2	1.6	7	-3	3	4	1	0	0
Cc1ccc(NC(=O)c2sc3nc(N)c(C#N)cc3c2N)cc1	20	3.4	-4	1	4	8	0	1	10*
C[C@@H]1CN([C@@H](C)CO)C(=O)Cc2cc(NC(=O)Nc3ccc4c(c3)OCO4)ccc2O[C@@H]1CN(C)C(=O)NC1CCCCC1	2	1.8	-2	-3	3	1	0	7	-2
Cc1cc(C)cc(NC(=S)NC(=O)CCN2C(=O)c3ccccc3C2=O)c1	1	2.6	11	-2	-3	22	-1	18	-10
O=C1c2ccccc2-c2onc3ccc(Oc4ccccc4)c1c23	41	-1.8	57*	16	96*	76*	-10	77*	-1
CC(=O)c1cc2c(cc1N(C(=O)Cn1nnc3ccccc31)C(C(=O)NCCC(C)C)c1cccnc1)OCO2 (stereo not given)	-4	-0.9	-9	-1	-10	0	0	14	0
O=C(NCc1ccc(F)cc1)c1ccc(N2CCOCC2)c([N+](=O)[O-])c1	25	2.0	22	-3	17	2	2	22	2
O=C(Cn1c(S(=O)(=O)Cc2ccccc2)nc2ccccc21)N1CCCCC1	13	1.7	4	-7	14	21	0	5	0
CCc1c(C)[nH]c(=S)c(C#N)c1C	5	-2.0	4	-2	-10	12	0	20	1
COc1ccc(NC(=O)CN(c2ccc(OC)cc2)S(=O)(=O)c2ccc(OC)c(OC)c2)cc1	20	-0.6	-4	-2	15	3	-2	-10	-1
O=C(COC(=O)C1CCC1)NCc1ccc(Cl)cc1Cl	6	-0.6	-6	-3	17	-1	-2	0	-2
Cc1ccc(SCC(=O)NCc2ccccc2C)cc1	30	3.8	-9	-2	-1	-4	-6	9	0
COc1ccc(Oc2nc(SC)nc3ccsc23)cc1	28	1.0	24	-3	50	19	2	32	5
OCCN1CCN(CCOc2cccc(Cl)c2)CC1	9	0.8	8	0	24	-1	-1	-11	2
S=c1[nH]nc(Cn2cnc3ccccc32)n1-c1ccccc1Cl	17	0.7	-28	1	15	-2	-1	11	-1
COc1ccc(NS(=O)(=O)c2ccc(/C=C/C(=O)O)cc2)cc1S(=O)(=O)N1CCOCC1	5	0.1	3	-4	18	-11	-1	5	-1
Cc1ccc(C(=O)NC(Cc2c[nH]c3ccccc23)C(=O)O)cc1 (stereo not given)	0	-0.7	10	1	-1	6	0	11	-1
O=[N+]([O-])c1cccc(-c2nnc(-c3ccccc3F)o2)c1	5	7.2	8	0	-37	28	-3	26	1
CC(=O)N1CCN(Cc2nc(-c3cccc(Cl)c3)no2)CC1	-10	-1.4	-18	0	-10	3	-4	15	0
CCOC(=O)C1CCN(S(=O)(=O)c2cccc(-c3cn4cccnc4n3)c2)CC1	11	-0.3	7	0	18	25	-6	16	-1
Cc1cc(C)n2nc(C(=O)OCC(=O)Nc3cc(Cl)ccc3C)nc2n1	-8	0.9	9	-3	-32	-6	3	5	6
COc1ccc(CC(=O)N[C@@H](CCSC)C(=O)N2CCC3(CC2)NCCc2[nH]cnc23)cc1	8	1.4	-1	9	-28	6	1	-4	0
O=[N+]([O-])c1ccc2nc(CN3CCCCC3)[nH]c2c1	2	0.5	11	-4	3	-12	-3	-1	-2
Cc1cc(C)cc(Nc2nc3ccc(C)cc3n3cnnc23)c1	16	2.1	19	-4	11	21	4	26	1
N/C(=N\OC(=O)c1ccc(Br)o1)c1cccnc1	2	3.3	0	9	-59	26	5	25	0
Cc1ccc(NC(=O)CN(C)S(=O)(=O)c2cccc3cccnc23)cc1C	6	2.1	12	-2	15	10	-2	17	-5
OCCN1CCN(c2ncnc3nc[nH]c23)CC1	7	1.0	2	0	11	5	3	7	-1
O=C(Nc1ncccn1)C1c2ccccc2Oc2ccccc21	28	1.6	-4	-2	-7	0	-3	1	-3
CC(C)Sc1snnc1-c1ccccc1	-34	0.4	12	-3	-21	5	-1	4	-2
Cc1noc(C)c1S(=O)(=O)N1CCC(C(=O)NCCN2CCC(C)CC2)CC1	8	-0.4	8	-1	15	-1	-2	21	3
CCc1ccc(C(=O)CN2C(=O)NC(C)(CCc3ccccc3)C2=O)cc1 (stereo not given)	12	1.6	7	0	4	25	-2	35	0
Cc1cccc(C)c1NC(=O)CN1C(=O)COc2ccccc21	17	-1.4	1	0	24	11	-4	-1	-1
COc1ccc(NC(=O)CCN2CCN(S(=O)(=O)c3ccc(OC)cc3)CC2)cc1	0	-0.8	-6	-2	9	17	-2	5	-2
Cc1ccccc1NC(=O)c1onc2c1CCCC2	20	2.9	7	-1	-62	3	0	1	-2
COCCOc1ccc(C(F)(F)F)cc1N	3	1.3	5	-3	-14	4	-3	2	1
CC(C)(C)c1ccc(CSc2nnc(-c3ccccc3NC(=O)c3ccccc3)o2)cc1	6	-1.4	3	-5	-15	6	0	0	-2
CCCCNS(=O)(=O)c1ccc2nc(SCC(=O)Nc3cccc(F)c3)[nH]c2c1	11	0.0	0	-1	25	15	-5	1	17*
COC(=O)c1c(C(=O)OC)c(-c2ccc(F)cc2)n2c1CSC2	29	2.0	14	-3	14	21	-3	43	-1
COC(=O)[C@@H]1CCCN1Cc1nc(Cc2ccccc2F)no1	17	-1.3	-7	0	-3	-16	-3	-15	0
CCN(CC)CCN(CC(=O)Nc1c(C)cc(C)cc1C)C(=O)c1ccccc1	7	1.1	-7	-3	32	4	-3	10	0
CC1Cc2ccccc2N1C(=S)NC1CCCC1 (stereo not given)	-26	-1.5	20	-6	11	35	-6	24	-2

Arranged by molecular weight (smallest number first): some entries from above
SMILES	NALP3 yeast inh	CHOP UPR activ	TIM10 inh	APJ ag	Mdm2-MdmX inh	tim10-1 inh	UPR XBP1 act	tim23-1 inh	NR3A LBD binder
Cc1ccccc1NC(=O)c1onc2c1CCCC2	20	2.9	7	-1	-62	3	0	1	-2
Cc1cccc(C)c1NC(=O)CN1C(=O)COc2ccccc21	17	-1.4	1	0	24	11	-4	-1	-1
COC(=O)[C@@H]1CCCN1Cc1nc(Cc2ccccc2F)no1	17	-1.3	-7	0	-3	-16	-3	-15	0
COC(=O)c1c(C(=O)OC)c(-c2ccc(F)cc2)n2c1CSC2	29	2.0	14	-3	14	21	-3	43	-1
CC(C)(C)c1ccc(CSc2nnc(-c3ccccc3NC(=O)c3ccccc3)o2)cc1	6	-1.4	3	-5	-15	6	0	0	-2

Remaining list, next part
SMILES	NALP3 yeast inh	CHOP UPR activ	TIM10 inh	APJ ag	Mdm2-MdmX inh	tim10-1 inh	UPR XBP1 act	tim23-1 inh	NR3A LBD binder
O=C(CN1C(=O)NC2(CCCC2)C1=O)N1CCCSC1=Nc1ccccc1	8	-0.8	8	0	6	8	-2	3	3
O=Cc1cn(CC(=O)Nc2ccccc2)c2ccccc12	25	2.0	-4	2	11	-25	-3	9	0
COc1ccc(NC(=O)C2(c3ccc(NC(=O)c4ccc(OC)cc4)cc3)CCCC2)cc1	-6	-1.2	-19	-2	6	-7	0	-22	0
Cc1cc(NC(=O)C(C)SCC(=O)Nc2ccccc2N2CCCC2)no1 (stereo not given)	11	-0.6	11	1	10	25	-4	16	1
Cn1c(=O)c(N=O)c(N)n(Cc2ccccc2)c1=S	3	-1.5	12	-7	7	-6	-1	12	-5
CCOc1ccc(OCCC(=O)NNC(=O)c2cc(OC)c(OC)c(OC)c2)cc1	21	-0.5	1	0	23	9	-1	10	0
CCOC(=O)c1ccc(NC(=O)c2c(NCc3ccccc3)[nH]c(=O)[nH]c2=O)cc1	7	3.1	-1	-7	73*	-11	2	-8	15*
COc1cc(NC(=S)Nc2cccnc2)cc(OC)c1	8	1.0	8	1	-19	12	-2	17	0
OCc1ccccc1CN1CCCCCC1	-6	0.2	-11	0	14	-18	0	-2	0
CN(/N=C/c1ccc(Cl)cc1)c1ncc(Cl)cc1C(F)(F)F	17	3.9	-16	-1	-22	-12	5	-13	-2
N#CC1=C(N)C(C#N)(C#N)[C@H](c2ccsc2)[C@H]2COCC=C12	-9	-1.5	15	-5	-7	21	0	-8	1
Cn1c(-c2ccc(F)cc2)cnc1NCc1ccccc1F	19	5.1	-9	-5	-13	-9	-1	-20	0
CCOc1ccccc1OCCCC(=O)Nc1sccc1C(N)=O	3	1.7	16	-1	8	17	1	4	-1
Cc1ccc(CC2CC(=O)N(CCc3ccc4c(c3)OCO4)C2=O)cc1 (stereo not given)	-5	-1.9	-20	-1	6	5	-6	19	1
CN(C)C(=O)CCc1ccc2c3c([nH]c2c1)[C@]1(C)[C@@H](C(=O)N2CCCCC2)C[C@H](CC(=O)NCCC2=CCCCC2)C(=O)N1CC3	.	3.4	-8	.	12	16	-1	29	2
CCNc1ccc(C(=O)OCC(=O)NC(=O)NCC(C)C)cc1[N+](=O)[O-]	5	0.7	5	-2	11	7	-2	-11	-2
CCC(CO)Oc1cc(NCc2ccccc2O)c2ncn(C(C)C)c2c1 (stereo not given)	28	3.4	-16	11	36	-6	-4	-5	-2
Cc1ccc(CO/N=C/C2=C(Cl)c3ccccc3CC2)cc1	16	0.5	-21	-4	-5	-8	1	2	2
CCOC(=O)c1c(NC(=O)C2CCCN(S(=O)(=O)c3ccccc3)C2)sc2c1CCCC2 (stereo not given)	14	1.6	6	-1	2	8	-2	15	-2
CN(C)C(=O)CCCc1nc(-c2ccc(Cl)cc2)no1	-12	2.4	-6	-3	-35	6	4	12	-1
Cc1cccc(C)c1NC(=O)COC(=O)c1ccc(N2CCCC2)c([N+](=O)[O-])c1	7	0.8	17	2	20	30	-2	4	0
C=CCn1c(CNC(=O)c2ccco2)nnc1SCC(=O)c1ccc(OC)cc1	1	1.6	-5	-2	23	14	-2	9	-2
